AmpC no deterg – AmpC beta-lactamase inhibition without detergent | P00811 | AmpC nitrocefin hydrolysis, absorbance 480 nm, 0.0001% Triton | Potency, µM (series often up to 57.1 µM), for inactives: at the highest dose activity change, negative = inhibition, most hits filed as inhibitors | actives 0.52% (n = 330,000) | AID 485341;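 further: potency means the concentration at half of the fitted maximal effect; plate controls were no compound for no effect and no enzyme for full effect; nearly all actives have a fitted effect of over 20% in size; some results filed as inactive show a strong effect at the top dose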
Target sequence (P00811 whole entry, looked up): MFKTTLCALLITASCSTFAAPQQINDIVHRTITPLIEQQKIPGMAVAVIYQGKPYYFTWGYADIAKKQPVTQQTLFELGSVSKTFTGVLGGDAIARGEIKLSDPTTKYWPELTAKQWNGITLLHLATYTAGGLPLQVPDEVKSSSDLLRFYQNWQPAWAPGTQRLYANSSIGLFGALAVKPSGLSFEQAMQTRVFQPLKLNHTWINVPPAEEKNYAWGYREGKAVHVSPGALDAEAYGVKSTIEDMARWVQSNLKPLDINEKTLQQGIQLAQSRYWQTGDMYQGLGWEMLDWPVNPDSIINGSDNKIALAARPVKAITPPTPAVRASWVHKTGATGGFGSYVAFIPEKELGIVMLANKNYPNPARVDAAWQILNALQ
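20 mM phosphate pH 7.0 + 0.01% (detergent screen) or 0.0001% Triton X-100; 5.3 nM AmpC reagent; cpd preinc 15 min RT; nitrocefin (800 uM stock) to start; A480 q20 s × 4 min; Activity was normalised to no-enzyme and no-compound control wells.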
AmpC detergent – inhibitors of E. coli AmpC beta-lactamase with detergent; P00811; AmpC hydrolysis of nitrocefin, absorbance 480 nm, 0.01% Triton; Potency, µM (top dose mostly 114 µM), for inactives: top-dose activity change, negative = inhibition, hits mostly inhibitors; actives 0.041% (n = 370,000); AID 485294;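 further: potency means the concentration at half of the fitted maximal effect; 0% = no-compound wells and -100% = no-enzyme wells; nearly all actives have a fitted effect of over 25% in size; some results filed as inactive show a strong effect at the top dose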
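AmpC (5.3 nM in the dispensed reagent) in 20 mM phosphate pH 7.0 with 0.01% (detergent screen) or 0.0001% Triton X-100 was preincubated with compounds for 15 min at room temperature. Nitrocefin was then added from an 800 uM solution, and hydrolysis was followed at 480 nm.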
AMA1 RON2 block – AMA1-RON2 (P. falciparum) interaction inhibition. AlphaScreen AMA1-biotinylated RON2 peptide binding. Potency, µM (highest dose often 58.2 µM), inactives show at the highest dose activity change, negative = inhibition, actives largely listed as inhibitors. actives 0.2% (n = 360,000);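 further: potency means the concentration at half of the fitted maximal effect; 0% = vehicle wells and -100% = peptide control; nearly all actives have a fitted effect of over 45% in size; some results filed as inactive show a strong effect at the top dose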
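AMA1 (3D7) with his tag at 25 nM final met compounds first, then biotinylated RON2 peptide at 25 nM; detection used donor plus acceptor beads, 10 µg/mL apiece, read by AlphaScreen after 30 min at room temperature.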
HCMV inh – blocks human cytomegalovirus replication; HFF cells, HCMV-luciferase reporter, 72 h; active compounds read low; activity change, negative = inhibition, % at 57.5 µM; actives 4.5% (n = 410,000); AID 1259415; in the data active means activity change below about -60%; inconclusive means no clear call, values can overlap the other calls; inactive means above about -39%
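Compounds were evaluated in HFFs infected with an HCMV luciferase reporter virus (MOI 1 PFU/cell). Luciferase in lysates collected 72 h post infection served as the replication measure.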
TbPYK inhibitor – inhibitors of Trypanosoma brucei pyruvate kinase | Q57TT1 | TbPYK enzyme, Kinase-Glo Plus ATP luminescence, 45 min | Potency, µM (top dose mostly 76.8 µM), for the others: at the highest dose activity, negative = inhibition, most hits filed as inhibitors | actives 0.12% (n = 410,000); further: potency means the concentration at half of the fitted maximal effect; nearly all actives have a fitted effect of over 50% in size
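In this concentration-response screen, enzyme-free wells defined baseline while DMSO plates tracked drift. Each reaction combined TbPYK, substrate, compound and 130 uM ADP for 45 min at room temperature. Kinase-Glo Plus luminescence gave the signal.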
LmPK inhibitor – LmPK (Leishmania mexicana) enzyme inhibition; AID 1721; actives 0.37% (n = 290,000); Potency, µM (series often up to 57.5 µM), without a hit: at the highest dose activity change, negative = inhibition, actives largely listed as inhibitors; purified LmPK, Kinase-Glo ATP luminescence, 1 h; Q27686; further: potency means the concentration at half of the fitted maximal effect
Target sequence (Q27686 whole entry, looked up): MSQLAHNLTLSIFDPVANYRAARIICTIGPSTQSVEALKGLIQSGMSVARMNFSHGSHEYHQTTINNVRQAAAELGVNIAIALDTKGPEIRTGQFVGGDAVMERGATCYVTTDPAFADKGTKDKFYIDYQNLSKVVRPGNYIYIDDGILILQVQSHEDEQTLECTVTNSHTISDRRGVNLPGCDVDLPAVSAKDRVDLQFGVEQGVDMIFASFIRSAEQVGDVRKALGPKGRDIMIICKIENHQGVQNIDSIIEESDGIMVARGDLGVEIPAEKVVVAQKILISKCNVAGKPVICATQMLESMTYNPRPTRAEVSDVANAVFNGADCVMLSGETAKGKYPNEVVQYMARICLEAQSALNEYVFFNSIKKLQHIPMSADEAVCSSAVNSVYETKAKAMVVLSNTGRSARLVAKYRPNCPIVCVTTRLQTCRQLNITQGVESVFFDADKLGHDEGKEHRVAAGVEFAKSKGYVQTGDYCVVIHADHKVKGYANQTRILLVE
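Kinase-Glo luminescence read after 1 h RT reaction of 0.1 nM LmPK with 0.5 mM PEP and 0.1 mM ADP. Activity scaled between uninhibited and enzyme-free controls.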
Sm TGR block – blocks Schistosoma mansoni thioredoxin glutathione reductase; purified TGR, DTNB reduction, TNB absorbance 405 nm; Potency, µM (titrated, usually from 114 µM), without a hit: at the top dose activity change, negative = inhibition, most hits filed as inhibitors; actives 3% (n = 360,000); AID 485364; further: potency means the concentration at half of the fitted maximal effect; nearly all actives have a fitted effect of over 60% in size
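Kinetic colorimetric format: TGR-catalysed, NADPH-driven DTNB reduction monitored via TNB absorbance. Enzyme dispensed at 20 nM; compound exposure 15 min at room temperature before reaction start.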
Starred values were filed as active, the others as inactive; ? = inconclusive; · = no result given; & = joins results of further samples; [ ] = dose if it differs, or a comment. Unless noted, the call rests on the fitted dose curve; in most records, active means well fitted curve in the direction sought with a large enough effect; inconclusive means small, poorly fitted or top-dose-only effect, or another doubt; inactive means no such curve, though single readings can be large; an effect the other way counts as inactive or inconclusive. Unless noted, on the % scale 0 is the no-effect control and ±100 the full control effect.

Each structure is followed by: AmpC no deterg, AmpC detergent, AMA1 RON2 block, HCMV inh, TbPYK inhibitor, LmPK inhibitor, Sm TGR block
CN(C)CCCCNCCCNC(=O)/C=N\O
 : -2%, -2%, 7%, -29, -3%, -6%, -9%
CCN1C(=NCc2ccco2)N[C@@H](c2cccc(F)c2)C(C(=O)OC)=C1C
 : 10%&-15%, ?, 0%, ?, -1%, -7%&-7%, 2%&-14%
CCCC12CN3CCN(CC(C3)/C1=N\NC(=O)c1ccc(C(C)(C)C)cc1)C2
 : -16%, ?, 2%, -2, 2%, 2%, 2%
CC(NS(=O)(=O)c1ccc(Br)cc1)C(=O)NCCc1ccccc1 (stereo unspecified)
 : -6%, -16%, -5%, 0, -13%, 7%, -8%
COc1ccc(N2C(=O)/C(=C3/C=CC=CN3C)SC2=S)cc1
 : -3%, -3%, -3%, 7, -10%, 1%, -7%
COc1ccccc1/C=C/C(=O)OCC(=O)Nc1c(C)nn(-c2ccccc2)c1C
 : 55%, ?, -5%, 0, 3%, ·, -4%
O=C1NC(=O)C(c2ccccc2)N1 (stereo unspecified)
 : ·, ·, 1%, -8, -10%, ·, ·
CC1CCCC(C)N1C(=O)COC(=O)C1CCN(S(=O)(=O)c2c(Cl)cccc2Cl)CC1 (stereo unspecified)
 : 55%, -14%, -2%, -27, -1%, ·, 5%
CCCc1nc2ccc(N)cc2c(=O)n1Cc1ccccc1Cl
 : -6%, -8%, 0%, 16, 2%, 2%, 11%
c1ccc(CCNc2ncnc3c2nnn3Cc2ccccc2)cc1
 : -16%, -4%, 4%, -15, -1%, 2%, 0%
Cc1cccc(C(=O)N2CC(=O)Nc3ccc(F)cc3C2c2ccc(F)cc2)c1 (stereo unspecified)
 : -19%, ?, -4%, -8, -2%, 1%, -8%
O=C(Nc1nc([C@@H]2O[C@H](CO)[C@@H](O)[C@H](O)[C@H]2O)cs1)NC(c1ccccc1)c1ccccc1
 : ·, ·, -2%, -3, 1%, ·, ·
CCc1nc2ccc(C(=O)N(CC)CCN(C)C)cn2c1N(C)Cc1ccc(OC)cc1
 : ·, ·, -1%, -25, 2%, ·, ·
CN(CCCC(=O)Nc1ccccc1)S(=O)(=O)c1ccc(Cl)cc1
 : 2%, -12%, 1%, 2, -5%, 1%, 17%
O=C(Nc1ccc2c(c1)OCO2)Nc1ccc(F)cc1F
 : -35%, 0%, -1%, 36, -2%, -6%, 12%
COc1ccc(-c2nnc(SCC(=O)N(C)C3CCCCC3)o2)cc1OC
 : ·, 23%, ·, 3, -4%, ·, 3%
Cc1cccc(-n2cnc(C(=O)N3CCN(C)CC3)c2)n1
 : -10%, 0%, 9%, -15, -6%, -4%, ·
CC(=O)c1ccc(NC(=O)CSc2nccn2CCc2ccccc2)cc1
 : -18%, -3%, 0%, 90, 3%, 1%, -1%
c1ccc2c(NC3C4CC5CC(C4)CC3C5)nc(N3CCOCC3)nc2c1 (stereo unspecified)
 : 61%[activator], 0%, 13%, -18, -7%, 4%, ·
OCCCNc1nc(-c2ccc(Cl)cc2)nnc1-c1ccccc1
 : -2%, -4%, 8%, 30, 41%, 0%, 1%
O=C1c2ccc(Oc3ccc([N+](=O)[O-])cc3)cc2C(=O)N1CCCO
 : 48%, 2%, 3%, ?, -3%, 0%, 1%
CCCC(C)C1(CC)C(=O)NC(=Nc2ccc(OC)cc2)NC1=O (stereo unspecified)
 : -37%, -4%, 2%, -60*, 0%, 2%, -16%
CC(=O)OC12CC3CC(C1)C(=NO)C(C3)C2
 : -6%, ?, 12%, -37, -9%, -5%, 4%
O=[N+]([O-])c1ccc(NCCCN2CCOCC2)nc1
 : -7%, 4%, 13%, -19, 2%, -4%, -33%
O=C(COC(=O)c1cc[n+]([O-])cc1)NCC12CC3CC(CC(C3)C1)C2
 : 3%, -4%, -3%, -4, -9%, -3%, -4%
CCOC(=O)N1CCC(n2c(SCC(=O)c3ccccc3)nc3ccsc3c2=O)CC1
 : -17%, -3%, -11%, -17, -3%, 6%, 13%
Cc1ccc2nc(N3CCN(CCO)CC3)nc(-c3ccccc3)c2c1
 : 186%[activator], -3%, 10%, ?, 6%, 0%, -7%
Cc1ccc2c(c1)N(C(=O)CCC(=O)NCc1cccs1)CC(C)O2 (stereo unspecified)
 : ·, -1%, ·, 12, 2%, ·, -1%
COC(=O)c1cc(C)nc2c1c(C)nn2-c1ccccc1
 : 11%, 8%, 66%[activator], ?, 5%, ·, 5%
COc1ccccc1CNC(=O)CCCNS(=O)(=O)c1cccc2nsnc12
 : -5%, -8%, -17%, 49, 5%, -1%, -11%
CCOC(=O)N1CCN(C(=O)c2ccc(N3CC4CC(C3)c3cccc(=O)n3C4)c(NC(=O)c3ccc(F)cc3)c2)CC1 (stereo unspecified)
 : 91%[activator], ?, -11%, 11, -12%, 0%, -6%
Cc1ccc(S(=O)(=O)CCC(=O)Nc2sccc2C(N)=O)cc1
 : -24%, ·, -4%, -11, 3%, ·, ·
O=C(CSc1ccc(Cl)cc1)Nc1nnc(-c2ccco2)o1
 : ?, -20%, 31%[activator], -15, -11%, ·, -20%
CCN(CC)C(=O)CN1CCC(c2nc3cc(C)c(C)cc3[nH]2)CC1
 : -8%, ?, 7%, 18, -1%, 2%, 0%
Cc1ccccc1-n1nc(-c2ccc(N)cc2)cc1N
 : 6%, 0%, -2%, 58, -1%, 0%, -1%
CC(C)N(Cc1ccccc1)C(=O)COC(=O)c1cnc(Cl)c(Cl)c1
 : 4%, ·, 13%, -19, 6%, ·, ·
CCN1C(=O)c2ccccc2S(=O)(=O)c2ccc(C(=O)NCc3ccc(F)cc3)cc21
 : ·, ?, ·, 4, -3%, ·, 5%
COC(=O)[C@@]1(Cc2ccc(F)cc2)[C@H]2c3cc(C(=O)N4CCCC4)n(Cc4ccc(Cl)c(C(F)(F)F)c4)c3C[C@H]2CN1C(=O)c1ccccc1
 : ·, ·, -15%, ?, 1%, ·, ·
COc1ccc(CCNC(=O)c2oc3ccc(S(=O)(=O)N4CCOCC4)cc3c2C)cc1OC
 : 141%[activator], 3%, -17%, 51, 0%, 2%, 5%
O=C(CSC1=NCCS1)N1CCCC1
 : -24%, -12%, -4%, -28, -8%, 2%, -25%
Cc1c(C)n(Cc2ccccc2)c2ccc(C(=O)NC(C)c3ccccc3)cc12 (stereo unspecified)
 : ·, 3%, ·, 0, -3%[15.4 µM], ·, 4%
Cc1ccc(-c2ccc(=O)n(CC(=O)NCCN3C(C)CCCC3C)n2)cc1 (stereo unspecified)
 : 0%, -3%, -1%, -10, -2%, -6%, -5%
Nc1c(C(=O)c2ccc3c(c2)OCO3)sc(Nc2ccccc2F)c1S(=O)(=O)c1ccccc1
 : ·, 0%, ·, -24, -4%, ·, -5%
Cn1c(=O)n(-c2ccc(Cl)cc2)c(=O)c2c3c(sc21)COC(C)(C)C3
 : -3%, -2%, 9%, -28, -8%, -1%, -4%
CSc1nc(O)c(C(c2ccc(F)cc2)c2c(O)nc(SC)[nH]c2=O)c(=O)[nH]1
 : ·, ·, -9%, ?, -5%, ·, ·
CCOC(=O)CSc1nnc(-c2ccc(OC)cc2)n1CC
 : -13%, ?, -7%, 40, -1%, 0%, 0%
O=C(O)c1cc(Nc2cc(Cl)c3nonc3c2[N+](=O)[O-])ccc1O
 : -21%, -9%, -4%, 31, -12%, 2%, 0.1µM*
Cc1ccc(CN2CCN(Cc3ccncc3)CC2CCO)o1 (stereo unspecified)
 : -16%, 2%, 4%, -1, 1%, -6%, 20µM*
O=C(c1ccco1)N1CCN(Cc2cccc(F)c2)CC1
 : 11%, 5%, -17%, 20, -23%, -1%, 3%
CCOC(=O)Cc1c(C)nc(SC)[nH]c1=O
 : -8%, 9%, -14%, 0, 0%, 1%, ·

(further entries)
Each structure is followed by: AmpC no deterg, AmpC detergent, AMA1 RON2 block, HCMV inh, TbPYK inhibitor, LmPK inhibitor, Sm TGR block
COC(=O)CSc1nnc(NC(=O)C2CC(=O)N(c3ccc(F)cc3)C2)s1 (stereo unspecified)
 : ?, 14%, 6%, -11, -16%, -2%, -7%
O=C(N/C(=C/c1ccco1)C(=O)N1CCCC1)c1cccs1
 : 48%, ?, 20%, 57, -7%, -1%, ?
COc1ccc(CN2CC(C(=O)NCCC(C)C)CC2=O)cc1 (stereo unspecified)
 : -14%, 1%, -2%, -4, 0%, 7%, 1%
CCCn1nnc(NC(=O)c2ccc(Br)o2)n1
 : -14%, -7%, -17%, 110, -9%, -7%, -2%
C=C(C)Cn1c(SCCN2CCOCC2)nc2c1c(=O)[nH]c(=O)n2C
 : -9%, -4%, 27%, 8, 0%, 5%, 0%
CN(c1cccc(NS(=O)(=O)c2ccccc2)c1)S(C)(=O)=O
 : -22%, 8%, 19%, 2, 1%, 2%, 6%
COc1ccc(-c2cc(C)no2)cc1S(=O)(=O)Nc1ccccc1
 : -18%, 0%, -1%, 19, 9%, -2%, 10%
O=C(NC1CCCCC1)C1CCN(c2cnccn2)CC1
 : 2%, ?, -10%, -13, -3%, -3%, 1%
O=C(NCc1nnc(SCC(=O)N2CCCC2)o1)c1c(F)cccc1F
 : -4%, 7%, 2%, -4, 6%, -6%, 15%
COc1ccccc1NC(=O)N1CCN(C(=O)c2ccco2)CC1
 : -17%, 7%, 6%, -15, -12%, -3%, -23%
COc1cc(F)ccc1S(=O)(=O)N1CCN(C23CC4CC(CC(C4)C2)C3)CC1
 : 4%, 1%, 0%, 0, -10%, -3%, -13%
Cc1ccc(-c2nnc3c(C(F)(F)F)nc4ccccc4n23)cc1
 : 0.14µM*, ?, -2%, -24, 6%, -6%, -3%
COc1ccc2cc(C(C)C(=O)Nc3cccc(S(=O)(=O)N(C)C)c3)ccc2c1 (stereo unspecified)
 : -15%, -5%, -1%, -29, 2%, -2%, -1%
CC(C)(C)c1ccc(C(=O)OCCN2CCCCC2)cc1
 : 13%, 0%, -2%, ?, -1%, 1%, -4%
CN1CCN(c2nc(-c3ccc(Cl)s3)cs2)CC1
 : 53%, -6%, -7%, 57, ?, -6%, 11%

Four entries already listed, ordered by formula weight, ascending:
Each structure is followed by: AmpC no deterg, AmpC detergent, AMA1 RON2 block, HCMV inh, TbPYK inhibitor, LmPK inhibitor, Sm TGR block
CC(C)(C)c1ccc(C(=O)OCCN2CCCCC2)cc1
 : 13%, 0%, -2%, ?, -1%, 1%, -4%
CN1CCN(c2nc(-c3ccc(Cl)s3)cs2)CC1
 : 53%, -6%, -7%, 57, ?, -6%, 11%
COc1ccccc1NC(=O)N1CCN(C(=O)c2ccco2)CC1
 : -17%, 7%, 6%, -15, -12%, -3%, -23%
O=C(NCc1nnc(SCC(=O)N2CCCC2)o1)c1c(F)cccc1F
 : -4%, 7%, 2%, -4, 6%, -6%, 15%
